Apoferritin bind = binds horse apoferritin like a general anesthetic; P02791; apoferritin/1-aminoanthracene competitive binding, fluorescence; Potency, µM (highest dose often 77.5 µM), without a hit: at the top dose activity change, negative = displacement, most hits filed as inhibitors; 0.074% of 350,000 active; AID 485281; also: % is scaled to controls: 0 for no effect and ±100 for the full control effect; nearly all actives have a fitted effect of over 20% in size
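Horse-spleen apoferritin (10 uM) in 50% saturated 1-aminoanthracene in PBS was incubated 10 min at room temperature with compound. Fluorescence (ex 380, em 535 nm) was normalized to free and bound 1-AMA, with concentration-response fitted by a four-parameter Hill equation.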
POLH inh = DNA polymerase eta (human) inhibition. Potency, µM (titrated, usually from 114 µM), for the others: at the highest dose activity change, negative = inhibition, most hits filed as inhibitors. Q9Y253. 1.2% of 390,000 active. recombinant Pol eta, fluorescent DNA replication assay; also: % is scaled to controls: 0 for no effect and ±100 for the full control effect
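Pol eta (10 nM) was preincubated with compounds for 15 min at room temperature, after which fluorescent replication substrate (50 nM final) was added to start the reaction. Fluorescence was read kinetically at 0 and 10 min.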
G9a block = G9a (human) methyltransferase inhibition. Q96KQ7. G9a H3K9 monomethylation, AlphaScreen, 2 h. Potency, µM (doses to about 102 µM), for inactives: top-dose activity, negative = inhibition, hits mostly inhibitors. 8.8% of 350,000 active. AID 504332; also: % is scaled to controls: 0 for no effect and ±100 for the full control effect; nearly all actives have a fitted effect of over 75% in size
Target sequence (Q96KQ7 913-1193 limits assumed): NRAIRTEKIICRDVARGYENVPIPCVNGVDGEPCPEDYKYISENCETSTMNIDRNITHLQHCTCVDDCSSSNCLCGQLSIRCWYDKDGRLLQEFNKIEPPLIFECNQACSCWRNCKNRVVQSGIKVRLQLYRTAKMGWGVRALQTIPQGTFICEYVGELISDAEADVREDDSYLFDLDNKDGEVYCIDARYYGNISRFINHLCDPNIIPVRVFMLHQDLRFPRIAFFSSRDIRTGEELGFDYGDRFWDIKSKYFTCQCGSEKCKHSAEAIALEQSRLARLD
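Readings reflect AlphaScreen signal from monomethyl-H3K9 antibody detection. HMT at 20 nM; substrate b-H3K9 500 nM; cofactor SAM 20 uM; 2 h RT reaction; compounds tested as titrations in qHTS with 15 min preincubation.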
POLK inh = inhibitors of human DNA polymerase kappa; 0.53% of 400,000 active; purified Pol kappa, fluorescent DNA synthesis assay, 10 min; Potency, µM (series often up to 107 µM), inactives show top-dose activity, negative = inhibition, hits mostly inhibitors; also: % is scaled to controls: 0 for no effect and ±100 for the full control effect
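Fluorescent qHTS in 1536-well format: enzyme (10 nM) and compound sat 15 min at room temperature before 50 nM substrate (final) was added. Signal taken at 0 and 10 min; no-enzyme buffer wells were negative controls.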
Pol iota inh = DNA polymerase iota (human) inhibition | Q9UNA4 | AID 588590 | Pol iota fluorescent replication assay, 10 min | 1% of 390,000 active | Potency, µM (titrated, usually from 115 µM), for the others: top-dose activity, negative = inhibition, usual class: inhibitors
Target sequence (Q9UNA4 whole entry, looked up): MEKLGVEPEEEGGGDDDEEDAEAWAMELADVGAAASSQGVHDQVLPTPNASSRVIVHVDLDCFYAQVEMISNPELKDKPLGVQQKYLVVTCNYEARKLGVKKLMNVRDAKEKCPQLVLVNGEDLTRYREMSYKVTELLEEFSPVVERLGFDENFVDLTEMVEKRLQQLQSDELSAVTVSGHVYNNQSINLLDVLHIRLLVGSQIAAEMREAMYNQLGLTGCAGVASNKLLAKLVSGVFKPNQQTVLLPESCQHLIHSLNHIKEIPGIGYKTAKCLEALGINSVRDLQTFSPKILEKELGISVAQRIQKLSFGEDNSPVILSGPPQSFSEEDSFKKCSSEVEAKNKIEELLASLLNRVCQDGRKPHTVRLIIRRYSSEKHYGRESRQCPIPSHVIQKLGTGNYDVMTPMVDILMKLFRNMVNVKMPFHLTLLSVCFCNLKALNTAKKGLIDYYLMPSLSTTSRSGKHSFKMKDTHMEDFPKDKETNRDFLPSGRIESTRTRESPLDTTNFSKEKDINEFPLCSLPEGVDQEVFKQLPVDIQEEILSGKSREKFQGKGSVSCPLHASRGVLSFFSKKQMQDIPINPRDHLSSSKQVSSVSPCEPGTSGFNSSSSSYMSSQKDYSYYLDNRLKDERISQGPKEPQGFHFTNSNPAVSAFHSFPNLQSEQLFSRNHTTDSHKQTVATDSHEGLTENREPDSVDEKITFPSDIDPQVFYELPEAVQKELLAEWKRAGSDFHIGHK
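Fluorescent replication assay read twice, at 0 min and 10 min after adding 50 nM (final) substrate. Enzyme (10 nM) and compounds were first incubated 15 min at room temperature; enzyme-free buffer wells were negative controls.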
APE1 inh = blocks human APE1 abasic DNA cleavage | P27695 | recombinant APE1, TAMRA/BHQ-2 abasic DNA cleavage fluorescence | Potency, µM (doses to about 65.8 µM), without a hit: top-dose activity change, negative = inhibition, most hits filed as inhibitors | 0.35% of 350,000 active | AID 2517;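 also: plate controls were vehicle for no effect and reference inhibitor for full effect; nearly all actives have a fitted effect of over 55% in size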
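Measures dequenching upon AP-site incision of a 5'-TAMRA/3'-BHQ-2 THF-containing duplex, 50 nM; human APE1 0.75 nM after 15 min room-temperature exposure to compound; kinetic three-point read at one-minute spacing.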
POLB inh = DNA polymerase beta (human) inhibition; Potency, µM (series often up to 114 µM), without a hit: at the top dose activity change, negative = inhibition, hits mostly inhibitors; 1.3% of 340,000 active; AID 485314; Pol beta primer extension/strand displacement, fluorescence kinetic; also: % is scaled to controls: 0 for no effect and ±100 for the full control effect
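Human Pol beta at 10 nM; strand-displacement substrate 50 nM final. Compound exposure 15 min at room temperature before start, reaction 10 min at room temperature.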
BAZ2B inh = BAZ2B (human) inhibition; Q9UIF8; AlphaScreen BAZ2B-H3K14Ac peptide displacement; Potency, µM (series often up to 114 µM), without a hit: top-dose activity change, negative = inhibition, hits mostly inhibitors; 4.4% of 360,000 active; AID 504333; also: % is scaled to controls: 0 for no effect and ±100 for the full control effect; nearly all actives have a fitted effect of over 60% in size
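Inhibition is scored as reduced AlphaScreen emission. The BAZ2B/b-H3(5-23)K14Ac complex (50 nM each) in PBS pH 7.4, 0.01% Tween-20 meets compound (up to 110 uM) for 30 min at RT before bead addition.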
BLM helicase inh = inhibitors of human Bloom syndrome helicase BLM. recombinant BLM DNA unwinding, fluorescence dequenching. Potency, µM (top dose mostly 56.1 µM), inactives show at the highest dose activity change, negative = inhibition, usual class: inhibitors. 0.2% of 350,000 active;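 also: plate controls were vehicle for no effect and no enzyme for full effect; nearly all actives have a fitted effect of over 35% in size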
* hit, by the source's call; ? = inconclusive; / = no result given; & = joins results of further samples; [ ] = dose if it differs, or a comment. Calls follow the shape of the dose curve; as a rule, active = well fitted curve in the direction sought with a large enough effect; inconclusive = small, poorly fitted or top-dose-only effect, or another doubt; inactive = no such curve, though single readings can be large; an effect the other way counts as inactive or inconclusive. Potency is read from the fitted curve at half-maximal effect. This is a subset; rates above refer to the full screens.

SMILES | Apoferritin bind | POLH inh | G9a block | POLK inh | Pol iota inh | APE1 inh | POLB inh | BAZ2B inh | BLM helicase inh
COCCNC(=O)C(=O)NCCN1CCOCC1 | 3% | -2% | 1%[59 µM] | -6% | 4% | -6% | 16% | -2% | 4%
O=C1C=C(NCc2ccco2)CCC1 | 0% | 16% | -11%[59 µM] | -3% | 35%[activator] | 3% | 14% | -5% | -2%
CCCCN(C(=O)c1ccc(-c2ccc(Cl)cc2)o1)c1c(N)n(CCC)c(=O)[nH]c1=O | / | 11% | 8.9µM* | -1% | 2% | -9% | / | 3% | /
Cc1ccccc1CNC(=O)c1cc2cc(S(=O)(=O)N3CCCCC3)ccc2n1C | -4% | -16% | 7%[59 µM] | -9%[60.1 µM] | 3% | / | ? | 1% | -7%
CCc1nnc(NS(=O)(=O)c2ccc(NC(=O)OC)cc2)s1 | -3% | -6% | 18µM* | 14% | 10% | -3% | -5% | -24% | 0%
O=C(CSc1nnc(CNC(=O)c2cccs2)o1)Nc1cccc(C(F)(F)F)c1 | 2% | -7% | 17%[12.7 µM] | -9% | 25% | 1% | 0% | 0% | 0%
C(=N\Nc1ccccn1)/c1ccc2c(c1)OCCO2 | -9% | 1% | ? | -7% | 95%[activator] | -4% | ? | ? | 0%
O=C(/C=C/C=C/c1ccc2c(c1)OCO2)N1CCCCC1 | -8% | -17% | -15%[12.7 µM] | -6% | 33%[activator] | 5%&0% | / | 2% | 1%
COC(=O)Cc1ccc(NC(C)=O)cc1 | / | -7% | -2%[0.501 µM] | -8% | 17% | -1% | / | 8% | /
COc1ccc(C)cc1NC(=O)c1cc2cc3ccc(C)cc3nc2o1 | 3% | / | 4% | / | / | 3% | 13% | -7% | 1%
COc1ccc(/C=C2/SC(=O)N(CCNC(=O)C3COc4ccccc4O3)C2=O)cc1 (stereo not drawn) | -4% | -13% | 5%[59 µM] | 0% | 29% | 2% | 24% | -7% | -7%
O=C1CCCN1C(=O)COc1ccc([N+](=O)[O-])cc1 | / | -18% | 5%[59 µM] | 3% | -5% | 16% | / | 0% | /
CC1(c2ccccc2Cl)NC(=O)N(CC(=O)NC(=O)NCc2ccco2)C1=O (stereo not drawn) | ? | -5% | ? | -2% | ? | -2% | 0% | ? | -9%
CN(C(=O)Cc1c(C(=O)O)n(C)c2ccccc12)c1ccc(F)cc1 | -1% | -17% | -42% | 6% | 62%[activator] | -9% | 0% | 3% | 0%
COc1cccc(C2CC(c3cccs3)=NN2C(=S)Nc2ccccc2)c1OC (stereo not drawn) | 140%[activator] | -9% | / | 1% | -17% | -6% | 26% | ? | -7%
CCN(CC)CCNC(=O)CCc1nnc2ccc(N3CCC(C)CC3)nn12 | -4% | -9% | 1% | 1% | -15% | 37% | -1% | -11% | -2%
FC(F)(F)c1ccc(Cl)c(-n2c(Cc3cccs3)n[nH]c2=S)c1 | -5% | 2% | / | 1% | -18% | -5% | -3% | ? | -3%
CN(Cc1ccccc1Cl)C(=O)C1CCC(=O)N(C2CCCCCC2)C1 (stereo not drawn) | -23% | -13% | 7%[12.7 µM] | -15% | 4% | 39% | 9% | -33% | 0%
COc1ccc2c(c1)C(SCC(=O)NCCc1ccc(Cl)cc1)CC(C)(C)O2 (stereo not drawn) | -11% | -16% | ? | -10% | ? | -5% | 8% | -28% | -7%
Cc1cc(C)c2oc(C(=O)Nc3ccc(S(=O)(=O)N(C)c4ccccc4)cc3)cc(=O)c2c1 | -4% | -8% | 3%[59 µM] | 23% | 21% | / | 27% | ? | -5%
COc1ccc(CNC(=O)Cn2cccc2C(=O)c2ccccc2)cc1 | 2% | -15% | 18% | 7% | -3% | 31% | 21% | -11% | 0%
Cc1[nH]c(=O)c(C#N)c(C)c1[N+](=O)[O-] | -9% | 0% | / | 16% | -5% | 2% | 12% | 4% | -1%
O=C(Cc1cccc(NC(=O)C2CCCN(C(=O)C3CCC3)C2)c1)Nc1cccc(C(=O)N2CCCC2)c1 (stereo not drawn) | / | -6% | -1%[0.501 µM] | 2% | 2% | 35% | / | -3% | /
CCOC(=O)c1c(N)n(-c2ccc(OCC)cc2)c2nc3ccccc3nc12 | 81%[activator] | 4% | -22%[59 µM] | -6%[60.1 µM] | 38%[activator] | / | 37% | -1% | -4%
COc1ccccc1-n1c(SCC(=O)Nc2ccc(C)cc2)nc(O)cc1=O | 5%&-3% | 1%&7% | -12%[59 µM] | -6%&-36% | -12% | 2% | 3%&0% | -34%&-5% | 0%&-22%
CSc1nnc(-c2cc3c(s2)-c2ccccc2CC3)o1 | 34%[activator] | -19% | 375%[activator][59 µM] | -12% | 10% | -3% | -1% | 251%[activator] | -4%
C=CCn1c(SCC(=O)NC2CCS(=O)(=O)C2)nc2scc(C3CC3)c2c1=O (stereo not drawn) | -15% | -14% | ? | -7% | -17% | -2% | 8% | -2% | -2%
O=C(Nc1c2c(nn1-c1ccccc1)CS(=O)(=O)C2)c1ccccc1C(F)(F)F | -4% | -7% | -5% | -24% | 23% | 6% | -11% | -4% | -6%
CCN(CC)S(=O)(=O)c1ccc2c(c1)c(=O)c(C(=O)N(C)Cc1ccccc1)cn2C | -5% | -10% | -2%[59 µM] | 0% | -9% | / | 27% | / | -1%
N/C(=N\OC(=O)CCCOc1ccccc1)c1ccc([N+](=O)[O-])cc1 | -15% | -19% | ? | -5% | 61%[activator] | 13% | 28% | ? | -5%
Cc1cc(OCc2cc(C(=O)N3CCN(C)C(=O)[C@@H]3C)no2)cc(C)c1Cl | ? | -13% | -17% | -5% | 5% | 17% | 4% | -2% | -1%
CC(C)Oc1ccc(CNC(=O)CC(c2ccccc2)c2cc(Cl)ccc2O)cc1 (stereo not drawn) | -8% | -22% | 25% | -10% | 4% | ? | 8% | -10% | -14%
Cc1ccc2nc(N(CCCN(C)C)C(=O)c3ccc(Br)s3)sc2c1 | ? | -1%&-4% | ? | -14%&-18% | ? | 2% | 1%&-1% | -33% | 4%&1%
COc1ccc(NC2=C(c3ccc(C(F)(F)F)cc3)C(=O)c3ccccc32)cc1 | 5% | -13% | 8%[59 µM] | -2% | -17% | / | -20% | -6% | -1%
COc1c(C)cccc1C(=O)Nc1ccc(-c2nc3ccccc3s2)c(Cl)c1 | -3% | -23% | ? | -11% | -16% | / | ? | 5% | -8%
COCc1cc(C)n(CC(=O)NCc2ccccc2)c(=O)c1C#N | -4% | -10% | 6% | 10% | 13% | 1% | 20% | -3% | 1%
O=S(=O)([N-]c1nc2ccccc2nc1-[n+]1ccccc1)c1ccc(Cl)cc1 | -17% | -9% | 35%[0.501 µM] | -1% | 0% | 1% | 4% | -30% | -1%
COc1cccc(C(=O)NCC2(c3ccccc3)CCCC2)c1 | -14% | -15% | 10% | -12% | 73%[activator] | -5% | 0% | -13% | -8%
CCOc1ccc(C(C)=O)cc1COC(=O)c1cnc(Cl)c(Cl)c1 | 7% | -16% | 1% | -19% | 52%[activator] | -2% | -2% | / | 0%
COc1ccc(NS(=O)(=O)c2cccc3nonc23)c(OC)c1 | -20% | -18% | 40µM* | -1% | 22% | 2% | 1% | ? | 0%
CC(NC(=O)OCc1ccccc1)C(=O)N1CC(O)CC1C(=O)O (stereo not drawn) | 3% | -17% | -24%[12.7 µM] | 5% | 6% | 14% | 36% | 6% | 4%
COc1cccc(Cn2c(SCC(=O)N3CCN(c4ccc(F)cc4)CC3)nc3ccccc32)c1 | 383%[activator] | -19% | 3%[59 µM] | -3% | 25% | / | 6% | -2% | -1%
COCCn1c(=S)[nH]c2sc3c(c2c1=O)CCCC3 | 6% | -18% | 7.9µM* | 3% | -1% | 2% | 10% | 0% | 3%

In the list so far, these have fluorine.
SMILES | Apoferritin bind | POLH inh | G9a block | POLK inh | Pol iota inh | APE1 inh | POLB inh | BAZ2B inh | BLM helicase inh
O=C(CSc1nnc(CNC(=O)c2cccs2)o1)Nc1cccc(C(F)(F)F)c1 | 2% | -7% | 17%[12.7 µM] | -9% | 25% | 1% | 0% | 0% | 0%
CN(C(=O)Cc1c(C(=O)O)n(C)c2ccccc12)c1ccc(F)cc1 | -1% | -17% | -42% | 6% | 62%[activator] | -9% | 0% | 3% | 0%
FC(F)(F)c1ccc(Cl)c(-n2c(Cc3cccs3)n[nH]c2=S)c1 | -5% | 2% | / | 1% | -18% | -5% | -3% | ? | -3%
O=C(Nc1c2c(nn1-c1ccccc1)CS(=O)(=O)C2)c1ccccc1C(F)(F)F | -4% | -7% | -5% | -24% | 23% | 6% | -11% | -4% | -6%
COc1ccc(NC2=C(c3ccc(C(F)(F)F)cc3)C(=O)c3ccccc32)cc1 | 5% | -13% | 8%[59 µM] | -2% | -17% | / | -20% | -6% | -1%
COc1cccc(Cn2c(SCC(=O)N3CCN(c4ccc(F)cc4)CC3)nc3ccccc32)c1 | 383%[activator] | -19% | 3%[59 µM] | -3% | 25% | / | 6% | -2% | -1%

3 compounds out of the list, sorted by length of the SMILES, largest number first.
SMILES | Apoferritin bind | POLH inh | G9a block | POLK inh | Pol iota inh | APE1 inh | POLB inh | BAZ2B inh | BLM helicase inh
CCN(CC)S(=O)(=O)c1ccc2c(c1)c(=O)c(C(=O)N(C)Cc1ccccc1)cn2C | -5% | -10% | -2%[59 µM] | 0% | -9% | / | 27% | / | -1%
COc1cccc(Cn2c(SCC(=O)N3CCN(c4ccc(F)cc4)CC3)nc3ccccc32)c1 | 383%[activator] | -19% | 3%[59 µM] | -3% | 25% | / | 6% | -2% | -1%
Cc1cc(OCc2cc(C(=O)N3CCN(C)C(=O)[C@@H]3C)no2)cc(C)c1Cl | ? | -13% | -17% | -5% | 5% | 17% | 4% | -2% | -1%
